Source: PubChem (The Scripps Research Institute Molecular Screening Center)
ADAM17 inh = ADAM17 inhibitors, primary screen, biochemical, QFRET; actives 0.83% (n = 370,000); recombinant ADAM17, EDANS/DABCYL FRET peptide cleavage; inhibition, % at 6.95 µM;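 active = inhibition above the mean of compounds lying between control limits plus 3 SD, set per campaign, cut at about 8.5% in these data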;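 note: 0% = DMSO-only wells as the low control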
DAX1 inh-1 = DAX1 (NR0B1) inhibitors, primary screen, cell-based, HEK293, Gal4-DAX1, luciferase luminescence | inhibition, % at 6.75 µM | AID 504766, 2011 | HEK293 Gal4-DAX1 luciferase reporter | actives 0.99% (n = 340,000);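 active = inhibition above the mean over all tested compounds plus 3 SD, cut at about 4.2% in these data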;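 note: 0% = DAX1-transfected cells with DMSO and 100% = empty-vector control cells with DMSO; inhibition shows as a rise in luminescence from relieved DAX1 repression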
hcDAF12 agonist = H. contortus DAF-12 nuclear receptor activators, primary screen, cell-based, luminescence, HEK293, lit1-tk-luc reporter; HEK293 hcDAF-12 lit1-tk-luc reporter; 0% DMSO, 100% Δ7-dafachronic acid; activation, % at 6.8 µM; actives 1.4% (n = 370,000);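 active = activation above the mean of all tested compounds plus 3 SD, cut at about 5.5% in these data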;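 note: 100% = response to 3 µM Δ7-dafachronic acid high control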
DAX1 inh-2 = DAX1 (NR0B1) inhibitors on StAR promoter, primary screen, cell-based, luminescence, SF-1 (NR5A1), full-length DAX-1; inhibition, % at 6.8 µM; HEK293T StAR-luciferase reporter, SF-1/DAX-1 repression relief; actives 1.1% (n = 370,000); AID 652010, 2013;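 active = inhibition above the mean over all tested compounds plus 3 SD, cut at about 3.6% in these data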;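 note: 0% = DAX-1 cells with DMSO and 100% = cells lacking DAX-1 with DMSO; higher inhibition means more luminescence from relief of DAX-1 repression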
sPLA2-III inh = human group III sPLA2 inhibitors, primary screen, biochemical, QFRET, BODIPY PC-A2 liposome substrate. AID 743126, 2013. inhibition, % at 12.2 µM. Group 3 secretory phospholipase A2 (Homo sapiens), Q9NZ20. actives 0.56% (n = 370,000). QFRET BODIPY PC-A2 liposome hydrolysis, fluorescence;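 active = inhibition above mean plus 3 SD of compounds lying within the high and low control bounds, cut at about 19% in these data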;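 note: 0% = median of test compound wells and 100% = no enzyme DMSO wells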
PLCb3 inh = human PLC-beta3 inhibitors, primary screen, biochemical, fluorescence; inhibition, % at 12.2 µM; 1-phosphatidylinositol 4,5-bisphosphate phosphodiesterase beta-3 (Homo sapiens), Q01970; Purified PLC-beta3, fluorogenic substrate; actives 0.18% (n = 370,000); in the data active = inhibition above about 11%;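 note: 0% = median of compound wells on plate and 100% = full blocker control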
FXN GAA850 act = FXN promoter activators, primary screen, cell-based, luciferase luminescence, HEK293 lucGAA850; actives 0.56% (n = 360,000); activation, % at 6 µM; AID 540364, 2011; HEK293 lucGAA850 FXN promoter luciferase reporter, 24 h; percent of 10 µM SAHA response;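 active = activation above the average of all compounds screened plus 3 SD, cutoff fixed separately per campaign, cut at about 7.5% in these data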;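 note: 0% = DMSO wells and 100% = 10 µM SAHA wells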
hgDAF-12 ag = H. glycines DAF-12 receptor agonists, primary screen, cell-based, luminescence, HEK293, GAL4 fusion, UAS-luciferase; Nuclear hormone receptor DAF-12 (Heterodera glycines), GAL4 fusion; HEK293 GAL4-hgDAF12 UAS-luciferase reporter, agonist luminescence; normalized to butyrate control; activation, % at 6.8 µM; actives 1.8% (n = 370,000); AID 687014, 2013;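 active = activation above a cutoff set at the mean of all screened compounds plus 3 SD, cut at about 10% in these data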;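 note: 0% = DMSO wells and 100% = sodium butyrate wells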
ssDAF12 agonist = S. stercoralis DAF-12 nuclear receptor activators, primary screen, cell-based, luminescence, HEK293, GRIP1 co-expression, lit1-tk-luc; Nuclear hormone receptor DAF-12 (Strongyloides stercoralis); HEK293 ssDAF-12/GRIP1 lit1-tk-luc reporter; % of 3 µM dafachronic acid response; activation, % at 6.8 µM; actives 1% (n = 370,000);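 active = activation above the mean over all tested compounds plus 3 SD, cut at about 0.9% in these data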;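 note: 0% = DMSO-only wells and 100% = 3 µM delta7-dafachronic acid wells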
ADAM10 inh = human ADAM10 inhibitors, primary screen, biochemical, QFRET, HTS | actives 0.62% (n = 370,000) | Disintegrin and metalloproteinase domain-containing protein 10 (Homo sapiens), O14672 | recombinant ADAM10, EDANS/DABCYL FRET peptide cleavage, 3 h | inhibition, % at 7 µM;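 active = inhibition above a per-campaign cutoff equal to the mean of compounds falling between control-based bounds plus 3 SD, cut at about 20% in these data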;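 note: 0% = DMSO wells while the 100% control is not disclosed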
PLCg1 inh = PLC-gamma1 enzyme inhibitors, primary screen, biochemical, fluorescence, purified enzyme | 1-phosphatidylinositol 4,5-bisphosphate phosphodiesterase gamma-1 (Homo sapiens), P19174 | fluorogenic substrate | inhibition, % at 12.2 µM | actives 0.84% (n = 370,000); in the data active = inhibition above about 9.5%
Target sequence (P19174 whole entry, looked up): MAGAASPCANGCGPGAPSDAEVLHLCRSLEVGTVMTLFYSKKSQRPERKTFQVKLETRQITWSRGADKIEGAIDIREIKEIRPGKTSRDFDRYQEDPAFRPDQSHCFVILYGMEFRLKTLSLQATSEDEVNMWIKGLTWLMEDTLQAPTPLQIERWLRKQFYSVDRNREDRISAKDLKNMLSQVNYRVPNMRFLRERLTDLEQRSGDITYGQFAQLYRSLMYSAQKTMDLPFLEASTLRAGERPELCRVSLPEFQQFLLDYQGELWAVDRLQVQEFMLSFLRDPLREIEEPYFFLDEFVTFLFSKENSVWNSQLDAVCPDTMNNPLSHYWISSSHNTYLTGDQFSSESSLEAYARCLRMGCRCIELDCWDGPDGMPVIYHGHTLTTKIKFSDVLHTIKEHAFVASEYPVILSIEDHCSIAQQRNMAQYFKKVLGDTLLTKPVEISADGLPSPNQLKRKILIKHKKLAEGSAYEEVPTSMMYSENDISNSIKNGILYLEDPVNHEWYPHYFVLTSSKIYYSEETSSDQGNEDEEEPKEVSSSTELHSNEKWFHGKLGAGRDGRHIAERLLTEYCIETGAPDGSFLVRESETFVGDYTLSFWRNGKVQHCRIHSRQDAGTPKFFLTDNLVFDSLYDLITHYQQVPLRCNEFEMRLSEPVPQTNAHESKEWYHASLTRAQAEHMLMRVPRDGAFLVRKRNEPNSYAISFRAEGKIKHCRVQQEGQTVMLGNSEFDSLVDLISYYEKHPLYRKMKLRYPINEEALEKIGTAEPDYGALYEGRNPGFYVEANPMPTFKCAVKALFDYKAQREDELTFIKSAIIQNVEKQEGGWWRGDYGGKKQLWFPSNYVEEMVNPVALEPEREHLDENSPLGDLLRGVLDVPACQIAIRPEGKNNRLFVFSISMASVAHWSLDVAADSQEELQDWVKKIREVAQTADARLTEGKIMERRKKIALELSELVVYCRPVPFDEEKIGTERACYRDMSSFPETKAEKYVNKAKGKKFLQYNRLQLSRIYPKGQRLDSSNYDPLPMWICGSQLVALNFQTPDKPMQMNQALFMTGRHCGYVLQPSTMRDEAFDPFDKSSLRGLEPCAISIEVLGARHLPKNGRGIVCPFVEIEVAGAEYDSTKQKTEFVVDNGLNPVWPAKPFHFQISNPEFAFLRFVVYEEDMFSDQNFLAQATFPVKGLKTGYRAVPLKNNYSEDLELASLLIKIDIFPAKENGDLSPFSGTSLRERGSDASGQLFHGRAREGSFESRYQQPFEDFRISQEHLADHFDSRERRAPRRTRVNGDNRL
* = called active by the depositor; i = inactive; x = no result given. Hits appear at their usual frequency. Share with any hit: about 6.9%.

SMILES | ADAM17 inh | DAX1 inh-1 | hcDAF12 agonist | DAX1 inh-2 | sPLA2-III inh | PLCb3 inh | FXN GAA850 act | hgDAF-12 ag | ssDAF12 agonist | ADAM10 inh | PLCg1 inh
Cc1ccc(/C(O)=C2/C(=O)C(=O)OC2c2ccc(Cl)cc2)cc1 (stereo unspecified) | 1 | 1.1 | -1.2 | -0.3 | 7 | 2 | 0.6 | -0.7 | -0.8 | 1 | 0
COc1ccc(OC)c(N(CC(=O)N2CCN(Cc3ccccc3)CC2)S(C)(=O)=O)c1 | 0 | -0.5 | -2.4 | 0.0 | -1 | -5 | 1.0 | -0.4 | -0.8 | -2 | 2
O=C(/C=C\N1CCOCC1)c1ccc(Br)cc1 | 1 | 3.4 | 0.9 | -0.1 | -13 | -12 | 2.2 | 0.3 | -0.4 | 5 | 4
Cc1ccc(-c2cnn(-c3cccc([N+](=O)[O-])c3)c2N)cc1 | 3 | 2.1 | -0.8 | -0.2 | 1 | 5 | 7.3 | 11* | -1.5 | 18 | 5
O=C1C(Cl)=C(Nc2ccc(F)cc2)C(=O)N1CCc1ccccc1 | 3 | -0.2 | 0.8 | 1.1 | -6 | -5 | 3.4 | 0.1 | -2.0 | 2 | -6
CCOc1ccc(OCCOC(=O)CN(C)S(=O)(=O)c2ccc(NC(C)=O)cc2)cc1 | 0 | 1.4 | -1.0 | 2.7 | -9 | -6 | 0.2 | 2.0 | -1.3 | -1 | -2
COc1ccc(-n2c(COc3cccc4ccccc34)nnc2SCC#N)cc1 | 1 | -0.4 | -1.1 | -0.2 | -33 | -1 | 2.4 | 1.0 | -0.9 | 8 | -1
O=C(O)c1ccccc1NC(=O)N1CCOCC1 | -22 | 0.0 | 1.2 | 0.2 | -1 | -17 | 0.2 | 2.6 | -1.1 | -72 | -17
COc1cc(OC)cc(C(=O)NC(C(=O)NNC(=O)c2cc(Cl)ccc2OC)C(C)C)c1 (stereo unspecified) | 0 | -0.8 | -0.4 | -0.6 | 8 | -5 | 2.2 | 2.0 | -0.6 | 1 | 1
CCC1(c2ccccc2)NC(=O)N(CC(=O)Nc2ccc(S(=O)(=O)Nc3ncccn3)cc2)C1=O (stereo unspecified) | -4 | 0.0 | -1.2 | 1.3 | 2 | -8 | 1.1 | -0.8 | -0.6 | -8 | 0
O=C(C1=C(O)C(=O)N(c2ncccn2)C1c1cccs1)c1ccco1 (stereo unspecified) | -2 | -0.2 | -1.4 | 0.7 | 1 | -28 | 0.2 | 1.9 | -1.4 | -4 | -19
Cc1ccc(NC(=O)NN2CCOCC2)cc1 | -4 | 2.4 | 0.3 | 0.9 | 2 | -8 | 2.4 | 2.9 | -1.0 | -3 | -2

Whole records as entered above. Values in the order: ADAM17 inh | DAX1 inh-1 | hcDAF12 agonist | DAX1 inh-2 | sPLA2-III inh | PLCb3 inh | FXN GAA850 act | hgDAF-12 ag | ssDAF12 agonist | ADAM10 inh | PLCg1 inh
O=C1C(Cl)=C(Nc2ccc(F)cc2)C(=O)N1CCc1ccccc1 reads 3 | -0.2 | 0.8 | 1.1 | -6 | -5 | 3.4 | 0.1 | -2.0 | 2 | -6
CCC1(c2ccccc2)NC(=O)N(CC(=O)Nc2ccc(S(=O)(=O)Nc3ncccn3)cc2)C1=O (stereo unspecified) reads -4 | 0.0 | -1.2 | 1.3 | 2 | -8 | 1.1 | -0.8 | -0.6 | -8 | 0
COc1ccc(-n2c(COc3cccc4ccccc34)nnc2SCC#N)cc1 reads 1 | -0.4 | -1.1 | -0.2 | -33 | -1 | 2.4 | 1.0 | -0.9 | 8 | -1
CCOc1ccc(OCCOC(=O)CN(C)S(=O)(=O)c2ccc(NC(C)=O)cc2)cc1 reads 0 | 1.4 | -1.0 | 2.7 | -9 | -6 | 0.2 | 2.0 | -1.3 | -1 | -2
COc1cc(OC)cc(C(=O)NC(C(=O)NNC(=O)c2cc(Cl)ccc2OC)C(C)C)c1 (stereo unspecified) reads 0 | -0.8 | -0.4 | -0.6 | 8 | -5 | 2.2 | 2.0 | -0.6 | 1 | 1

Later entries
SMILES | ADAM17 inh | DAX1 inh-1 | hcDAF12 agonist | DAX1 inh-2 | sPLA2-III inh | PLCb3 inh | FXN GAA850 act | hgDAF-12 ag | ssDAF12 agonist | ADAM10 inh | PLCg1 inh
CN(C)S(=O)(=O)c1ccc(C(=O)OCC(=O)Nc2cccnc2Cl)cc1 | -6 | 0.9 | -1.3 | -0.5 | 2 | -5 | 0.9 | 0.6 | -1.9 | -5 | 0
CC1CC1C(=O)OCC(=O)Nc1ccc(S(=O)(=O)N2CCOCC2)cc1 (stereo unspecified) | -2 | 0.6 | 0.1 | -0.9 | 4 | -4 | -1.0 | -1.5 | -0.8 | -7 | -3
COc1ccc(CNC(=O)Cn2nc(-c3ccc4c(c3)OCCO4)ccc2=O)cc1 | -2 | -0.5 | 0.4 | -1.7 | -2 | -11 | -0.3 | 7.0 | -2.3 | -1 | -9
CCOC(=O)/C=c1\s/c(=C\c2ccc(C(F)(F)F)cc2)c(=O)n1CC(=O)NCc1ccco1 | -7 | -0.9 | -0.8 | 0.2 | 1 | -23 | 2.0 | 3.2 | -0.5 | -6 | -18
Cc1cc(=O)[nH]c(-c2cccnc2)n1 | 1 | -0.3 | 1.0 | 0.6 | -3 | 1 | 0.0 | -0.5 | -0.3 | 3 | -2
O=C1N(Cc2ccccc2)c2ccccc2C12OCCO2 | -4 | -1.3 | -2.5 | -0.7 | -1 | -7 | 0.6 | -2.1 | -0.9 | -12 | 0
COC(=O)C1=C(SC)N(c2ccccc2)C(c2ccccc2)CC1=O (stereo unspecified) | 0 | 0.3 | -3.1 | -0.8 | -7 | 6 | 4.1 | 1.1 | -1.4 | 2 | 3
CC1CCCN(Cc2c(O)ccc3c4c(c(=O)oc23)CCCC4)C1 (stereo unspecified) | i | -0.5 | -1.6 | 0.4 | 3 | i | 0.2 | 0.3 | -2.3 | i | i
Cc1cc(C)n(CC(=O)N2CCCC(N3CCN(c4ccccc4C)CC3)C2)n1 (stereo unspecified) | -1 | -0.1 | -0.7 | -0.8 | 1 | -3 | -0.5 | 0.3 | -0.9 | -2 | 2
O=C(NCCO)C(=O)Nc1cc2c3c(c1)CC(=O)N3CCC2 | -5 | 1.1 | 0.4 | -0.1 | 3 | -10 | 1.1 | -0.8 | -1.0 | -6 | 0
COc1ccc(-c2nc(N)c(C#N)c(-c3cccnc3)c2C)cc1 | -28 | -0.8 | -0.6 | -0.3 | 18 | -71 | 2.9 | -3.5 | -1.0 | -108 | -51
CCNC(=S)Nc1cccc(NC(=O)c2ccccc2O)c1 | -88 | -0.6 | 1.3 | -0.2 | 1 | -59 | 0.5 | -0.9 | -1.1 | -202 | -33
CCOc1cc(C(=O)Nc2ccccc2N2CCOCC2)ccc1OCC(=O)N1CCOCC1 | 0 | -0.4 | -2.3 | 0.3 | 1 | -4 | 0.1 | 1.2 | -1.5 | 0 | 5
CCc1nnc(NS(=O)(=O)c2ccc(NC(=O)CCC(=O)O)cc2)s1 | -1 | 0.4 | 2.1 | 0.0 | 0 | -6 | 0.7 | 2.4 | -0.7 | 3 | -1
O=C(Cc1ccccc1)N/N=C/C=C/c1ccccc1[N+](=O)[O-] | 0 | x | -1.9 | 0.3 | -7 | -3 | 0.2 | 1.8 | -0.7 | 9 | 4
COc1ccc(/C=N/NC(=O)c2cccnc2)cc1CSc1ccccn1 | 2 | -0.5 | -1.1 | -1.4 | -6 | -11 | -4.0 | 3.8 | -1.6 | 1 | -5
O=C(NCCC1CCCC1)C1CCC(=O)N(CCCN2CCCC2=O)C1 (stereo unspecified) | -2 | 2.0 | -1.2 | 0.4 | -1 | -4 | 1.8 | 0.6 | -1.2 | -1 | -2
COc1ccc2c(CC(=O)NCc3ccc4c(c3)OCO4)coc2c1 | -3 | -0.8 | -2.9 | 0.3 | -6 | -6 | 1.2 | 3.6 | -1.4 | 3 | -7
CCOC(=O)c1c(C)nc(SCC(N)=O)c(C#N)c1-c1ccccc1 | -1 | -1.4 | 1.0 | 0.2 | 11 | -1 | 2.1 | 0.2 | -1.5 | 9 | -4
CCOC(=O)C1CCCN(C(=O)c2cccnc2Oc2ccccc2)CC1 (stereo unspecified) | 0 | x | -2.2 | 1.2 | -4 | 0 | 1.1 | 0.8 | -1.7 | -4 | 0
C(=NN=C(NN=Cc1cccs1)NN=Cc1cccs1)c1cccs1 | -2 | -1.2 | 0.5 | -2.7 | -1 | 6 | 0.8 | -3.4 | -1.1 | 1 | 9
Cc1cc(C(=O)COc2nncc3ccccc23)c(C)n1C | -2 | -0.8 | -0.6 | -0.2 | 1 | -13 | 0.0 | 4.5 | -1.0 | -12 | -9
Clc1ccc2c(c1)c1cc(Cl)ccc1n2CN1CCOCC1 | 8 | -0.7 | 1.3 | -1.1 | -12 | 1 | 1.0 | 0.9 | -1.0 | 14 | 5
Cc1ccc(NC(=S)NNC(=O)c2nn(C)c(C)c2Cl)cc1 | 1 | 6.5* | 2.6 | 3.2 | 38* | 0 | 5.7 | 16* | -0.3 | 11 | 0
COC(=O)C(N)Cc1ccc(Cl)cc1 (stereo unspecified) | 1 | -0.4 | -1.4 | 0.6 | 1 | 3 | 0.0 | -2.5 | -1.4 | 4 | 6
CCN(c1ccccc1)S(=O)(=O)c1nnc(NC(=O)CC(C)C)s1 | -3 | -0.7 | 0.5 | 0.1 | -1 | -4 | -0.8 | 1.3 | -1.7 | -3 | 1
CCCCn1c(SCC(=O)NC2CCS(=O)(=O)C2)nnc1-c1ccc(OC)cc1 (stereo unspecified) | 1 | 1.0 | 1.3 | 0.4 | 2 | -3 | 1.5 | -1.9 | -0.5 | 1 | -4
COc1ccccc1NC(=O)Nc1ccnn1C1CCN(C(=O)C2CCOC2)CC1 (stereo unspecified) | -3 | 0.8 | -0.7 | 1.7 | 5 | 0 | 1.3 | -2.7 | -1.2 | -7 | -2
Cc1ccccc1C(=O)N[C@H](C(=O)N1CCC[C@H]1C(=O)NCc1ccccc1)c1ccccc1 | -2 | x | 0.6 | 0.0 | -5 | 5 | x | 0.0 | -1.4 | -3 | 3
